Nrf2 inh – inhibitors of Nrf2 signaling | 2.1% of 360,000 active | Potency, µM (highest dose often 46 µM), for the others: top-dose activity change, negative = inhibition, actives largely listed as inhibitors | A549 ARE-Fluc reporter, luciferase luminescence, 18-24 h; note: potency is the fitted concentration of half-maximal effect; % is set by controls: 0 for no effect and ±100 for the full control effect; nearly all actives have a fitted effect of over 60% in size
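Two sequential reads on A549 ARE_Fluc cells exposed to compound for 18-24 h: a CellTiter-Fluor fluorescence read for viability, then a luciferase luminescence read for Nrf2/ARE activity.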
EPAC2 agonist – EPAC2 (human) agonism. EPAC2 activation, biochemical qHTS; response scale: 100% = 6.5 mM cAMP response. Potency, µM (doses to about 154 µM), inactives show top-dose activation, usual class: activators. 0.079% of 360,000 active. AID 720711; note: potency is the fitted concentration of half-maximal effect; nearly all actives have a fitted effect of over 50% in size
Target sequence (Q8WZA2 whole entry, looked up): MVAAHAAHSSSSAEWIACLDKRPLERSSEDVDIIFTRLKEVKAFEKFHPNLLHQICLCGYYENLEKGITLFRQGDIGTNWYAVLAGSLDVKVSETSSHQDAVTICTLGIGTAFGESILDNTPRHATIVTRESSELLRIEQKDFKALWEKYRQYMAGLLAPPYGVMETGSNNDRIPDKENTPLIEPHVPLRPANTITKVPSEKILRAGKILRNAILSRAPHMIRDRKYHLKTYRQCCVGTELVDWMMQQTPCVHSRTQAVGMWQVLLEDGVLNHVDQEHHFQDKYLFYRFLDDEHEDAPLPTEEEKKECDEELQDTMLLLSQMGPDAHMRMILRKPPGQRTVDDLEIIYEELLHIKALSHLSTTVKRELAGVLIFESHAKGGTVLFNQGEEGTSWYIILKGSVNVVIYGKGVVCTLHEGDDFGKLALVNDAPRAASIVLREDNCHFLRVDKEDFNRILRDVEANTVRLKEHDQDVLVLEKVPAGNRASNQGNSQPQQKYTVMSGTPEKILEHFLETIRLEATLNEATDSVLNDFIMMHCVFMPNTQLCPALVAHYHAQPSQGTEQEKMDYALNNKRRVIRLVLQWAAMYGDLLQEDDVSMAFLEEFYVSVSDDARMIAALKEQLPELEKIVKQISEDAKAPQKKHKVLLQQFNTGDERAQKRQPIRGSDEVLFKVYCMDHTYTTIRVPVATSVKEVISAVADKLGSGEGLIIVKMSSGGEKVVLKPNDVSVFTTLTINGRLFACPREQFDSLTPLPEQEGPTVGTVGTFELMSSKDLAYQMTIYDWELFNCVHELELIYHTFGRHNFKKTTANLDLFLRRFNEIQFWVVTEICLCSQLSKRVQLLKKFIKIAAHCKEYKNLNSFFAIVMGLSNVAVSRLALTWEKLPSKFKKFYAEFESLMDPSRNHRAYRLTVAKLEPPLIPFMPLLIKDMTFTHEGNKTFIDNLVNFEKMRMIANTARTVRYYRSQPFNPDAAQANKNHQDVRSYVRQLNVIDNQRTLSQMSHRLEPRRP
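Fluorescence exchange assay: 100 nM EPAC2 with 250 nM RAP1B-BODIPY-GDP and 50 uM GDP; compounds tested as a concentration-titration series (qHTS). Loss of Rap1-bound BODIPY-GDP fluorescence read at 480/540 nm; data normalized to 6.5 mM cAMP.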
EPAC2 antagonist – antagonists of human EPAC2. Q8WZA2. EPAC2 GEF exchange of Rap1B-BODIPY-GDP, fluorescence. Potency, µM (series often up to 114 µM), for inactives: top-dose activity, negative = inhibition, usual class: inhibitors. 0.18% of 360,000 active. AID 720708; note: potency is the fitted concentration of half-maximal effect; % is set by controls: 0 for no effect and ±100 for the full control effect; nearly all actives have a fitted effect of over 45% in size; many of its hits are not listed in these tables
Mm-Cpn inhibitor – blocks the Methanococcus maripaludis chaperonin Mm-Cpn. Potency, µM (highest dose often 76.9 µM), inactives show at the top dose activity, negative = inhibition, most hits filed as inhibitors. purified Mm-Cpn ATPase, ADP Transcreener TR-FRET. 0.031% of 330,000 active. AID 504842; note: potency is the fitted concentration of half-maximal effect; % is set by controls: 0 for no effect and ±100 for the full control effect; nearly all actives have a fitted effect of over 80% in size
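ATPase read-out: TR-FRET ADP immunoassay (anti-ADP Eu cryptate vs ADP-d2), ex 320 nm, em 590/665 nm; signal drops as ADP forms. Enzyme 25 nM, ATP 10 uM, 30 min at 37°C after 10 min compound preincubation.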
Nrf2 activator – activators of Nrf2 (ARE) signaling | AREc32 ARE-luciferase reporter (MCF7-derived line), luminescence, 24 h | Potency, µM (top dose mostly 46.1 µM), for inactives: at the top dose activation, usual class: activators | 0.31% of 410,000 active | AID 624171; note: potency is the fitted concentration of half-maximal effect; % of control where 0% means no effect; nearly all actives have a fitted effect of over 65% in size
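Cells of the AREc32 ARE-luciferase line are plated in OPTI-MEM containing 5% FBS and left overnight at 37 deg C. Compounds are pinned in, incubation continues 24 hr, and firefly luciferase signal is then measured.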
pAkt inh – Akt phosphorylation inhibition; Neuro2A IGF-stimulated pAkt S473 HTRF, 20 min; active compounds read low; activity change, % for hits at 50 µM; 0.32% of 360,000 active; in the data active = activity change below about -80%; inconclusive = mostly about -51% to -80%; note: % is set by controls: 0 for no effect and ±100 for the full control effect
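Neuro2A cells (4,500/well, DMEM with 0.5% FBS) were treated with compound at a single 50 µM final concentration, stimulated with 6 nM IGF for 20 min at 37 °C, and lysed. Phospho-Akt Ser473 was read by HTRF as 665/615 ratio ×10^4.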
TGFb SMAD3 inh – TGF-b pathway inhibition. HepG2 CAGA-GFP TGF-b/SMAD3 reporter, GFP fluorescence, 18 h; TGF-beta stimulated, 500 pg/mL final. Potency, µM (doses to about 46.1 µM), without a hit: at the top dose activity, negative = inhibition, actives largely listed as inhibitors. 1.2% of 410,000 active; note: potency is the fitted concentration of half-maximal effect; % is set by controls: 0 for no effect and ±100 for the full control effect; nearly all actives have a fitted effect of over 65% in size
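GFP signal (ex488/em500-530) from TGF-beta-stimulated HEPG2 CAGA-GFP cells, 500 pg/mL final, 18 h at 37 degrees C in DMEM plus 1% FBS, normalized to unstimulated and DMSO-stimulated controls.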
CCT modulator – modulators of cytosolic chaperonin (CCT/TRiC) activity; purified chaperonin ATPase assay, HTRF ADP detection, 30 min; activity change, % (no concentration beside the values), hits read low; 0.3% of 360,000 active; AID 651819; in the data active = activity change below about -30%; note: % is set by controls: 0 for no effect and ±100 for the full control effect
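First, chaperonin was dispensed at 40 nM or 20 nM final depending on batch activity. Next, compounds were pinned at 76 uM and ATP added at 10 uM. After 30 min at 37 °C, ADP detection reagents ran 30 min at ambient temperature.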
A549 tox – counter-screen for Nrf2 inhibitors: cytotoxicity in A549 cells. 0.16% of 390,000 active. Potency, µM (doses to about 46 µM), without a hit: top-dose activity change, negative = cytotoxicity, usual class: inhibitors. A549 ARE-Fluc cells, CellTiter-Fluor viability, 18-24 h. AID 504648; note: potency is the fitted concentration of half-maximal effect; % is set by controls: 0 for no effect and ±100 for the full control effect
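Cytotoxicity counterscreen: CellTiter-Fluor fluorescence was measured in A549 ARE_Fluc cells after 18-24 h of compound exposure in a concentration series. The subsequent BugLite luminescent read reports ARE-luciferase activity.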
An asterisk follows results filed as active; i = inactive; ? = inconclusive; nt = no result given; [ ] = dose if it differs, or a comment. Unless noted, calls come from the whole dose curve; as a rule, active = well fitted curve in the direction sought with a large enough effect; inconclusive = small, poorly fitted or top-dose-only effect, or another doubt; inactive = no such curve, though single readings can be large; an effect the other way counts as inactive or inconclusive. A portion of the library (hit frequency here may not be typical).

Order of values: Nrf2 inh	EPAC2 agonist	EPAC2 antagonist	Mm-Cpn inhibitor	Nrf2 activator	pAkt inh	TGFb SMAD3 inh	CCT modulator	A549 tox
COC(CNC(=O)CCc1c(C)nc2c(-c3ccccc3)c(C)nn2c1C)OC
→ -25%	-4%	10%	1%	-0.6%	i	9%	0.1	-2%
CS(=O)(=O)c1[nH]nc(-c2cccc(Cl)c2)c1C#N
→ 11%	13%	4%	0%	-0.1%	i	0%	1.7	2%
CCOc1ccc(-c2[nH]nc3c2C(c2ccc(O)cc2)C(C#N)=C(N)O3)cc1 (stereo not given)
→ 2%	8%	6%	1%	26%	i	22%	-0.2	4%
O=C1OCCN1C(=O)[C@H]1[C@H](c2ccccc2)C(c2ccc(F)cc2)=NN1c1ccc(Br)cc1
→ ?	4%	-10%	-16%	8.9%	i	?	0.5	3%
CCOC(=O)c1ccc(CN(Cc2ccc(C)cc2)S(=O)(=O)c2cccc([N+](=O)[O-])c2)cc1
→ ?	-17%	-11%	-2%	1.5%	i	2%	0.6	-9%
NS(=O)(=O)c1ccc(NC(=O)COc2ccc(S(=O)(=O)N3CCCC3)cc2)cc1
→ -12%	19%	-4%	1%	-0.2%	i	-22%	-0.6	-1%
CCOc1cccc2cc(C(=O)N3CCc4ccccc4C3)c(=O)oc12
→ 4%	15%	3%	-1%	4.3%	i	-11%	0.8	0%[1.84 µM]
COCCn1c(SCC(=O)N2CCCc3ccccc32)nnc1-c1ccoc1C
→ -2%	-1%	8%	-1%	-0.9%	i	2%	-1.4	-2%
Cc1cc(NC(=O)c2ccc([N+](=O)[O-])o2)ccc1NC(=O)c1ccco1
→ 0%	10%	0%	-1%	?	i	7.1µM*	-0.6	?
CN(Cc1ccc(Br)s1)C(=O)CNC(=O)c1ccc2c(c1)OCO2
→ -26%	-4%	1%	0%	-0.8%	i	-10%	-1.7	-9%
O=C(c1ccccc1)c1ccc(-c2ccc(O)cc2)cc1
→ ?	6%	?	-4%	0.2%	i	-27%	0.6	-1%
COCCN(C(=O)COC(=O)/C=C/c1ccc(C(F)(F)F)cc1)c1c(N)n(Cc2ccccc2)c(=O)[nH]c1=O
→ ?	-15%	32%[activator]	2%	0.1%	i	-1%	0.3	0%
CN(CC(=O)Nc1ccncc1)S(=O)(=O)c1ccccc1
→ nt	-7%	9%	-2%	-0.8%	i	15%	-2.7	-1%
C[C@H]1CN([C@@H](C)CO)C(=O)CCCn2nncc2CO[C@@H]1CN(C)Cc1cccc(O)c1
→ nt	5%	1%	nt	-0.2%	i	6%	0.5	nt
Cc1ccc(S(=O)(=O)Cc2nc(-c3ccc(C(=O)NCc4ccccc4C)cc3)oc2C)cc1
→ -25%	nt	nt	nt	-1.0%	nt	-6%	nt	0%
CCn1c(COc2cccc3ccccc23)nnc1SCC(=O)OC1CCCCC1
→ ?	13%	-15%	0%	-0.1%	i	-12%	0.6	-3%
C=CCN1CCN(C(c2cccc(OC)c2OC)c2nnnn2CCC(C)C)CC1 (stereo not given)
→ -2%	1%	1%	-4%	0.2%	i	4%	-6.8	?
CCCc1cc(=O)[nH]c(SCC(=O)c2cc(C)n(-c3c(C)n(C)n(-c4ccccc4)c3=O)c2C)n1
→ 15%	10%	1%	1%	1.6%	i	3%	-3.2	5%
COCCNC(=S)N(CCc1c(C)[nH]c2ccccc12)Cc1ccco1
→ ?	-4%	-24%	-1%	0.2%	i	-2%	1.7	6%
CCOC(=O)CSc1nnc2n(-c3ccccc3)c(=O)c3c4c(sc3n12)COC(C(C)C)C4 (stereo not given)
→ 7%	nt	nt	nt	-1.6%	nt	33%[activator]	nt	-4%
COc1ccc(C2=NN(C(C#N)c3ccc(OC)c(OC)c3)C(c3ccccc3)C2)cc1 (stereo not given)
→ ?	11%	0%	-2%	19%	i	3%	0.8	-6%
CCOC(=O)Cc1csc(NC(=O)COc2c(C)cccc2C)n1
→ 0%	8%	-3%	0%	-0.1%	i	2%	0.4	-7%
O=c1c(Cc2c(F)cccc2Cl)c(O)ccn1Cc1ccc2c(c1)OCO2
→ 0%	5%	12%	-2%	0.0%	i	2%	0.0	-8%
Cc1ccc(CNC(=O)c2nc(SCc3ccccc3C)ncc2Cl)cc1
→ -15%	nt	nt	nt	0.0%	nt	5%	nt	2%
CCS(=O)(=O)c1nc(S(=O)(=O)c2ccc(C)cc2)c(N2CCC(O)CC2)s1
→ 7%	4%	6%	-1%	?	i	2%	0.4	1%
CSc1cccc(CNC(=O)C2CCC(=O)N(CCc3ccccn3)C2)c1 (stereo not given)
→ 6%	1%	9%	-3%	-1.2%	i	-2%	1.3	0%
COc1ccccc1CNC(=O)C1CSC2(C)CCC(=O)N12 (stereo not given)
→ 2%	1%	-3%	0%	2.9%	i	5%	2.7	0%
O=C(CSc1nccc(=O)[nH]1)NN(c1ccccc1)c1ccccc1
→ -1%	-2%	-9%	-3%	-0.4%	i	23%	-7.8	2%
COc1ccc(Sc2ccc(NC(=O)c3cccc(Cl)c3)cc2C#N)cc1
→ nt	7%	7%	nt	16%	i	?	-1.7	nt
CC1CCN(C(=O)CN(Cc2ccc(Cl)cc2)S(C)(=O)=O)CC1
→ -21%	1%	2%	2%	-0.7%[9.22 µM]	i	-3%	-1.5	7%
Cc1cc(C)c(S(=O)(=O)c2ccccc2)c(N2CCOCC2)n1
→ ?	-4%	8%	-5%	0.1%	i	7%	-0.1	1%
COc1cccc(-c2cc(C(F)(F)F)n3ncc(C(=O)N4CCc5ccccc5C4)c3n2)c1
→ -1%	14%	-14%	-2%	-0.5%	i	3%	1.7	1%
CCOC(=O)c1c(-c2ccc(Cl)cc2)c(C#N)c(=O)n(N)c1N
→ nt	0%	-2%	-8%	0.2%	i	27%	-1.5	-7%
Cc1ccc(NC(=O)C(=O)NCc2ccco2)cc1
→ ?	nt	nt	nt	4.1%	nt	-1%	nt	-8%
CCCCNC(=O)CCn1c(=O)c2ccccc2n(Cc2ccccc2C#N)c1=O
→ 0%	nt	nt	nt	-1.3%	nt	0%	nt	-5%
CCn1c(C(=O)N2CCC(C(=O)NCc3cccs3)CC2)cc2sccc21
→ 7%	3%	-10%	-1%	2.8%	i	0%	-2.7	2%
Nc1nnc(-c2cccc(F)c2)s1
→ ?	7%	4%	1%	-0.1%	i	8%	2.2	1%
CCOC(=O)c1ccccc1NC(=S)N1CCC(C)CC1
→ 2%	4%	-3%	0%	-0.7%	i	31%	-0.8	6%
CN(Cc1cccnc1)C(=O)CNC(=O)COc1ccccc1
→ 3%	6%	-7%	-1%	-0.2%	i	0%	-1.3	-5%
N#Cc1ccc(OC(=O)c2cc(-c3ccc4c(c3)OCCO4)on2)cc1
→ 18%	nt	nt	nt	4.9%	nt	0%	nt	-12%
CC1CN(S(=O)(=O)c2ccc(C(=O)Nc3nccs3)cc2)CC(C)O1 (stereo not given)
→ ?	12%	-2%	-3%	-0.9%	i	-29%	-1.3	-5%
Cc1ccsc1C(=O)OCC(=O)Nc1cccc(S(=O)(=O)N2CCOCC2)c1
→ ?	7%	-9%	0%	-0.4%	i	-18%	0.4	2%
CCCC1=C([O-])C2N=CC=CC2=[N+](c2ccccn2)C1=O (stereo not given)
→ 13%	0%	-2%	-1%	-0.2%	i	-1%	0.9	-3%
CC(NC(=O)C1CC1)C(c1cccs1)N1CCOCC1 (stereo not given)
→ 0%	6%	-3%	0%	-1.1%	i	2%	-0.9	0%
CCOC(=O)c1c(C)nc(C)c(C(=O)OCC)c1-c1ccc(O)c(OC)c1
→ ?	2%	-9%	-1%	3.4%	i	-5%	1.4	5%
CC(C)N(C(=O)CN1C(=O)NC(c2ccccc2)(c2ccccc2)C1=O)C(C)C
→ 0%	-3%	5%	0%	-1.1%	i	4%	0.7	-3%
CCOc1ccc(NC(=O)CC2C(=O)N(c3cccc(C)c3)C(=O)N2Cc2cccs2)cc1 (stereo not given)
→ ?	nt	nt	nt	0.6%	nt	-21%	nt	-8%
CCC(=O)NC(=S)Nc1ccccc1C(F)(F)F
→ nt	9%	-4%	nt	3.2%	i	?	-0.2	0%
CCOC(=O)c1noc2ncnc(Nc3cc(Cl)c(OC)cc3OC)c12
→ -5%	nt	nt	nt	-1.0%	nt	-21%	nt	-1%
NC(COCc1ccccc1)c1csc(Nc2ccc(C(=O)NCCO)cc2)n1 (stereo not given)
→ nt	8%	-3%	nt	0.9%	i	-1%	1.9	nt
O=C(CS(=O)(=O)c1c[nH]c2ccccc12)N1CCCCC1
→ 12%	-1%	-3%	-2%	0.0%	i	-1%	-1.2	8%
CNC(=O)c1ccc(Nc2nnc(-c3ccc(C)c(S(=O)(=O)NC(C)(C)C)c3)c3ccccc23)cc1
→ 5%	nt	nt	nt	7.1%	nt	-13%	nt	5%
COc1ccc2oc(C(=O)NCCc3ccccc3)c(C)c2c1
→ ?	22%	-1%	-3%	-0.9%	i	-1%	-0.9	1%
CCC(C(=O)OCC(=O)NC(=O)NC(C)(C)C)c1ccccc1 (stereo not given)
→ -10%	2%	5%	0%	3.1%	i	-19%	0.5	1%
Cc1ccc(-n2c(C)cc(C)c(C#N)c2=O)cc1
→ 2%	10%	-9%	0%	-0.1%	i	-12%	-3.6	5%

Given as labelled records: part of the list above
SMILES: COc1ccc2oc(C(=O)NCCc3ccccc3)c(C)c2c1
  Nrf2 inh: ? | EPAC2 agonist: 22% | EPAC2 antagonist: -1% | Mm-Cpn inhibitor: -3% | Nrf2 activator: -0.9% | pAkt inh: i | TGFb SMAD3 inh: -1% | CCT modulator: -0.9 | A549 tox: 1%
SMILES: CNC(=O)c1ccc(Nc2nnc(-c3ccc(C)c(S(=O)(=O)NC(C)(C)C)c3)c3ccccc23)cc1
  Nrf2 inh: 5% | EPAC2 agonist: nt | EPAC2 antagonist: nt | Mm-Cpn inhibitor: nt | Nrf2 activator: 7.1% | pAkt inh: nt | TGFb SMAD3 inh: -13% | CCT modulator: nt | A549 tox: 5%
